# CHT block – inhibits the human high affinity choline transporter. 310,000 tested, 0.86% active. CHT-expressing cells, membrane potential dye, choline response; stronger effect = lower value. B-score at 10 µM;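 active = B-score over 3 SD under the library average, and starting fluorescence ratio not unusually high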;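 note: choline stimulus applied at its EC90 after an EC20 pre-addition; B-score computed on integrated fluorescence ratio after choline addition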
# Target sequence (Q9GZV3 whole entry, looked up): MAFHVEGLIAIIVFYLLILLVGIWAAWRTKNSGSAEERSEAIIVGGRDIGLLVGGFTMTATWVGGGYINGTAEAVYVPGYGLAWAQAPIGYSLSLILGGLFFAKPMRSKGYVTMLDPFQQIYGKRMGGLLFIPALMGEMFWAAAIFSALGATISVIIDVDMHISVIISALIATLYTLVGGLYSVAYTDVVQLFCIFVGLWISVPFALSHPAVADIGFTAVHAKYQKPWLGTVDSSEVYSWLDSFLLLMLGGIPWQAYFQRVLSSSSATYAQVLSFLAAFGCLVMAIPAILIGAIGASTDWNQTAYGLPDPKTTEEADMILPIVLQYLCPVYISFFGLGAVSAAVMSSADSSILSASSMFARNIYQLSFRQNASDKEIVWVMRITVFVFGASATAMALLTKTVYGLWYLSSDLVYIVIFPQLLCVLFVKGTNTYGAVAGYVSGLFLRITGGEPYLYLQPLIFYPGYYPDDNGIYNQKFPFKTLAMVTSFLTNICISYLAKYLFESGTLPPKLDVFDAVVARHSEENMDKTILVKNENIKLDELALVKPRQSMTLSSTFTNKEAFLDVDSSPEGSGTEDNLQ
# Kir21 inh – inhibitors of mouse Kir2.1 inward-rectifier potassium channel. HEK293-Kir2.1, FluxOR thallium flux fluorescence; stronger effect = lower value. B-score at 10 µM. AID 1672. 310,000 tested, 0.85% active. P35561;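 active = fluorescence ratio B-score at or below minus 3 SD of library scores, with starting-brightness B-score within 2 SD, cut at about -4.2 in these data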;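 note: channel flux triggered by added potassium and thallium sulfate stimulus; B-score of peak minus minimum fluorescence over baseline after thallium stimulus; more negative B-score means stronger Kir2.1 block with less thallium influx; some compounds called inactive have numbers as strong as hits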
# Target sequence (P35561 whole entry, looked up): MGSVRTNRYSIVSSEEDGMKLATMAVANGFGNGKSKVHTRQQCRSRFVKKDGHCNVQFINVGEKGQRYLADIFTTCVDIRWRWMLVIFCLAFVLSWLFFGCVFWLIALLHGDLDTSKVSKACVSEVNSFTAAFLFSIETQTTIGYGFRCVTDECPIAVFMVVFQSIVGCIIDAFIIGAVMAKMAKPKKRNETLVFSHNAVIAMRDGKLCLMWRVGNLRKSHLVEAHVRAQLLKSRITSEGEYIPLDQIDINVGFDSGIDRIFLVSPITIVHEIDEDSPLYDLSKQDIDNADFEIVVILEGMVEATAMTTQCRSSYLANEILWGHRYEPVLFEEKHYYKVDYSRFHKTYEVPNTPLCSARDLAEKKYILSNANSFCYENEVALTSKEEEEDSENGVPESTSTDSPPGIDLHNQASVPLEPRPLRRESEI
# KCNQ2 block – KCNQ2 channel blockers in CHO-K1 cells – cell-based, FluxOR thallium flux, B-score, primary screen (AID 2156) | O88943 | 20 min; stronger effect = lower value | B-score at 10 µM | 310,000 tested, 1.1% active;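 active = fluorescence ratio B-score at most minus 3 library SDs, with starting brightness B-score within 2 library SDs, cut at about -5.5 in these data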
# Starred values were filed as active, the others as inactive; i = inactive; x = not tested or not shown. Rows were taken by chance. Share with any hit: about 2.6%.
SMILES,CHT block,Kir21 inh,KCNQ2 block
Cc1ccc(C2OC3=C(C(=O)CC(C)(C)C3)C(N)=C2C#N)o1 (stereo not given),i,-0.02,i
Cc1ccc(S(=O)(=O)NCc2cn3ccccc3n2)c(C)c1,i,-0.23,i
COc1ccccc1N1CCN(C2CCN(S(=O)(=O)c3ccc4ccccc4c3)CC2)CC1,i,-0.33,i
CCCN1CCC(=O)N([C@H](CSc2ccccc2)CC(C)C)CC1,i,-0.22,i
COC(=O)c1[nH]c2cc(OC)ccc2c1NC(=O)CCN1CCN(c2cccc(C)c2C)CC1,i,0.01,i
CCOC(=O)c1ccc(NC(=S)N2CCSC2c2ccc(Br)cc2)cc1 (stereo not given),i,0.97,i
COc1ccc(-c2cn3c(C)c(C(=O)NC(C)C)sc3n2)cc1,i,-0.36,i
COc1ccc(Nc2nc(N3CCN(C)CC3)nc3ccccc23)c(OC)c1,i,0.85,i
Cc1ccc(/C=C/C2=NN(C)C(=O)CC2)cc1,i,1.67,i
Cc1ccc(CNCC2CCCO2)o1 (stereo not given),i,-1.9,i
Cc1c(C)c(C)c(CO/N=C/c2cccs2)c(C)c1C,i,-0.11,i
CCn1c(SCC(=O)N2CCOCC2)nc2oc3c(Cl)cc(Cl)cc3c(=O)c2c1=O,i,0.67,i
C=CCn1c(NC(=O)c2ccco2)nc2ccccc21,i,1.18,i
COc1cccc(-c2cc(-c3cccnc3)nc(N)c2C#N)c1,-7.27*,0.41,i
O=C1C(NS(=O)(=O)c2cccs2)=C(N2CCN(Cc3ccccc3)CC2)C(=O)c2ccccc21,-5.47*,-1.07,i
S=c1[nH]nc(-c2cc(-c3ccccc3)n[nH]2)n1/N=C/C=C/c1ccco1,i,1.54,i
COc1ccccc1NS(=O)(=O)c1ccc(C)c(NC(=O)c2ccc(S(=O)(=O)N3CCCCCC3)cc2)c1,i,-0.15,i
Fc1ccccc1NC(=S)NCCc1ccc(Cl)cc1,i,-0.53,i
Cc1ccc(C(=O)OCN2C(=O)c3ccccc3C2=O)c(O)c1,i,0.87,i
CCOC(=O)C(=Nc1ccccc1)NO,i,0.76,i
COc1ccc(-c2nnc3cccc(Cl)n23)c(OC)c1,i,0.26,i
CCCC(c1nnnn1Cc1ccc(OC)cc1)N1CCC(C(N)=O)CC1 (stereo not given),i,0.81,i
COc1ccc(-n2cc(CN[C@H]3CCCCNC3=O)c(-c3cccc(F)c3)n2)cc1,i,0.19,i
O=C(CCCOc1ccccc1)Nc1ccc(S(=O)(=O)Nc2ccccn2)cc1,i,-0.01,i
COc1ccc(S(=O)(=O)NNC(=O)Nc2ccccc2OC)c(OC)c1,i,0.87,i
COc1ccc(CCn2c(-c3cccc([N+](=O)[O-])c3)nc3nc4ccccc4nc32)cc1OC,i,2.15,i
O=[N+]([O-])c1ccc(Cl)cc1CN1CCCCCC1,i,1.43,i
C[C@H](O)CC1=C[C@H](O)[C@@H](C)OC1=O,i,-0.1,i
CCOC(=O)N1CCN(S(=O)(=O)c2ccc(F)c(C(=O)Nc3ccc(C)c(Cl)c3)c2)CC1,i,1.39,i
NCCOc1ccccc1-c1ccccc1,i,0.68,i
O=S(=O)(c1cccc2nsnc12)N1CCc2ccccc21,x,-3.25,i
COc1ccc(N2CCN(C(CNC(=O)C(=O)NCc3ccc4c(c3)OCO4)c3ccco3)CC2)cc1 (stereo not given),i,-0.18,i
COc1ccnc2c1c(=O)n(Cc1cccc(Cl)c1)c(=O)n2C,i,-1.1,i
CC(C)OCCCNC(=O)Cn1ncc2c(=O)oc3ccccc3c21,i,1.65,i
CC1CCN(C(c2ccc(N(C)C)cc2)c2nnnn2Cc2ccc(F)cc2)CC1 (stereo not given),i,-0.01,i
CCN(CC)C(=O)c1ccc(S(=O)(=O)NCc2cccnc2)cc1,i,-1.42,i

# A section of the results above, for reference:
SMILES,CHT block,Kir21 inh,KCNQ2 block
CC1CCN(C(c2ccc(N(C)C)cc2)c2nnnn2Cc2ccc(F)cc2)CC1 (stereo not given),i,-0.01,i
CCN(CC)C(=O)c1ccc(S(=O)(=O)NCc2cccnc2)cc1,i,-1.42,i

# New compounds follow
SMILES,CHT block,Kir21 inh,KCNQ2 block
COC(=O)c1ccc(C(=O)OC)c(NC2=NS(=O)(=O)c3ccccc32)c1,i,0.69,i
CCc1nnc(NS(=O)(=O)c2ccc(N/C=C(\C=O)c3nc4cc(Cl)ccc4o3)cc2)s1,i,0,i
O=C(CCC(=O)N/N=C/c1ccccc1O)NCc1ccccc1,i,1.01,i
CC(C)(C)c1nc(CN2CCCCC2)cc(CN2CCCCC2)c1O,i,-1.52,i
CCCNS(=O)(=O)c1ccc(N2CCCC2=O)c([N+](=O)[O-])c1,i,-1.9,i
CCCC(=O)NC(=S)Nc1ccccc1OC,i,1.74,i
CCOc1cc(NC(=O)C2CC2)c(OCC)cc1NC(=O)CCn1nnc2ccccc21,i,-2.34,i
COc1cccc(C(=O)OC2CCN(C)CC2)c1,i,-1.24,i
COC(=O)C1=NN[C@H](C(=O)OC)[C@H]1c1ccccc1,i,-0.09,i
S=c1[nH]nc(COc2ccc(Cl)cc2)n1-c1ccc(Cl)cc1,i,2.04,i
Cc1cc(C)c[n+](-c2[nH]c(=O)sc2/C=N/N=C(\N)[S-])c1,i,1.71,i
O=C(c1ccc(C(F)(F)F)cc1)N1CCN(c2ccc(N3CCOCC3)nn2)CC1,i,-1.3,i

# Structural class: those above containing an aryl thioether with sulfur outside any ring (2)
SMILES,CHT block,Kir21 inh,KCNQ2 block
CCCN1CCC(=O)N([C@H](CSc2ccccc2)CC(C)C)CC1,i,-0.22,i
CCn1c(SCC(=O)N2CCOCC2)nc2oc3c(Cl)cc(Cl)cc3c(=O)c2c1=O,i,0.67,i

# (list continues)
SMILES,CHT block,Kir21 inh,KCNQ2 block
O=C(C1CCC(Cn2c(=S)[nH]c3ccccc3c2=O)CC1)N1CCN(c2ccccn2)CC1 (stereo not given),i,-1.11,i
CN(C)S(=O)(=O)c1ccc(NC(=O)COC(=O)CC2CC3CCC2C3)cc1 (stereo not given),i,-2.04,i
O=c1ccc(NS(=O)(=O)c2ccccc2)cn1Cc1ccc(Cl)c(Cl)c1,i,-0.96,i
Cc1cccc(NC(=O)C2CC(O)CN2C(=O)Oc2ccccc2)c1 (stereo not given),i,-0.04,i
CC1Sc2ccc(S(=O)(=O)CCC(=O)N(C)Cc3ccco3)cc2NC1=O (stereo not given),i,0.26,i
C/C(N)=C(/C#N)C(=O)COC(=O)c1cccc(O)c1,i,0.48,i
S=C(Nc1ccccc1)N(CCN1CCOCC1)Cc1cccc(Cl)c1,i,-0.51,i
CCOc1cc(C2C3=C(CC(C)(C)CC3=O)N(CCCOC)C3=C2C(=O)CC(C)(C)C3)ccc1O,i,1.04,i
O=C(CN1C(=O)CSc2ccc(S(=O)(=O)N3CCOCC3)cc21)NCCCN1CCc2ccccc2C1,i,-0.53,i
COCc1ccc(C(=O)N2CCCC(Nc3ccc(F)c(F)c3)C2)s1 (stereo not given),i,-2.02,i
COC(=O)C1CCN(C(=O)COC(=O)c2ccc(=O)n(Cc3ccccc3)n2)CC1,i,4.01,i
O=C(NC1=NCCS1)c1cc(-c2ccc(F)cc2)nc2ccccc12,i,1.07,i
CS(=O)(=O)Nc1ccc(C(=O)Nc2ccc(S(=O)(=O)N3CCCCC3)cc2)cc1,i,0.34,i
COc1ccc(CN(C(=O)c2cc3ccccc3oc2=O)C2CCCC2)cc1,i,-0.19,i
O=C(Nc1ncc2c(n1)CC(c1ccco1)CC2=O)c1ccco1 (stereo not given),i,1.33,i
O=C(O)c1ccccc1-c1ccccc1C(=O)Nc1ccccc1-c1ccccc1,i,0.03,i
CCc1ccnc(NS(=O)(=O)c2ccc3c(c2)CCO3)c1,i,0.08,i
COc1cccc(CNC(=O)CN(C)S(=O)(=O)c2cnc[nH]2)c1,i,0.25,i
N#CC1=C2SCCN2C(=O)C(C#N)C12CCCCC2 (stereo not given),i,-0.15,i
CCn1ncc(Cl)c1C(=O)Nc1ccncc1,i,1.39,i
Cc1nc2ccccc2c(=O)n1-c1ccc(NS(=O)(=O)c2ccc(F)cc2F)cc1,i,-0.11,i
COc1ccc2c(c1OC)C(=O)N(C(C)C(=O)O)C2=O (stereo not given),i,2.32,i
COc1ccc(Nc2cc(Nc3ccccc3)ncn2)cc1,i,-0.45,i
Cc1cc(NC(=O)CSc2nc(Cc3ccc(O)cc3)c(C)[nH]2)no1,i,-0.75,i
O=C(/C=C/c1ccccc1)NCCC1=CCCCC1,i,-1.28,i
CC(=O)Nc1ccc(S(=O)(=O)NCCCc2ccccc2)cc1,i,0.08,i
Cc1ccc(F)c(CNC(=O)C2CCC(=O)N(CCCN3CCCC3=O)C2)c1F (stereo not given),i,-1.5,i
COc1cccc(-c2nc3cc(C)ccc3o2)c1,i,-0.48,i
CC(C)c1ccc(O)c(C(=O)c2cnn(-c3ccccc3)c2)c1,i,0.03,i
CCOc1ccc(N(CC(=O)NC(C)CC)S(C)(=O)=O)cc1 (stereo not given),i,0.45,i
CN1CCN(c2nc(NCc3ccco3)nc(N)c2[N+](=O)[O-])CC1,i,0.6,i
Cc1ccccc1N1CCN(C(=O)CN2C(=O)c3ccccc3C2=O)CC1,i,0.76,i
CCCc1cc(C(=O)Cc2nc3ccccc3s2)c(O)cc1O,i,-2.39,i
COc1ccc(CNC(=O)CN2C(=O)CC(c3ccccc3)=Nc3ccccc32)cc1,i,1.27,i
Cc1noc(C)c1CSc1nnc(-c2cc(Cl)ccc2Cl)n1N,i,1.1,i
O=C(O)c1cnn(-c2ccccc2)c1-c1ccccc1,i,-0.86,i
CC(C)(C)c1nnc(NC(=S)Nc2ccccc2)s1,i,-2.09,i
CCn1c(SCc2ccc(C)cc2)nnc1-c1cnccn1,i,-0.67,i
Cc1cc(C)nc(SCc2nnc(SCc3ccc([N+](=O)[O-])cc3)n2Cc2ccco2)n1,i,-1.64,-5.76*
Cc1cc(C)cc(-n2c(SCC(=O)NCc3ccc4c(c3)OCO4)nc3ccccc3c2=O)c1,i,0.27,i
c1ccc(Cn2nnc3c(Nc4ccc5c(c4)OCO5)nc(C4CC4)nc32)cc1,i,-1.7,i
COc1cc(/C=N/NC(=O)c2cc3ccccc3[nH]2)ccc1O,i,0.26,i
COC(=O)N=Nc1c(O)n(Cc2ccccc2)c2ccccc12,i,0.61,i
COc1ccccc1-c1cc2nc(C)cc(C)n2n1,i,0.05,i
O=C(Cc1csc(Nc2nc(=S)[nH]c3ccccc23)n1)N1CCN(c2cccc(Cl)c2)CC1,i,-0.1,i
COc1ccccc1N1C(=O)C=C(Sc2nc(C)cc(C)n2)C1=O,i,-1.19,i
O=C(NC(=S)Nc1nc(-c2ccc(Br)cc2)cs1)c1ccco1,i,0.04,i
O=C(COC(=O)CCOc1ccccc1)NCc1ccco1,i,-0.08,i
O=C(CS(=O)CC(=O)N(CC(=O)NC1CCCC1)C1CCCC1)Nc1ccc(F)cc1 (stereo not given),i,-1.05,i
CCCCN1CC(O)=C(c2nc(-c3ccc(Br)cc3)cs2)C1=N,i,-0.57,i
Cn1ncc(Br)c1C(=O)O,i,1.48,i
CCOc1ccc(NC(=O)NNC(=O)c2ccc(CC)s2)cc1,i,0.11,i
COc1cccc(N2CCN(C3CC(=O)N(c4ccc(F)c(Cl)c4)C3=O)CC2)c1 (stereo not given),i,-1.95,i
O=C(Cc1ccc(NC2=NC3CS(=O)(=O)CC3S2)cc1)NCc1ccccc1 (stereo not given),i,1.19,i
COc1ccccc1NS(=O)(=O)c1cc(NC(=O)c2cc[n+]([O-])cc2)ccc1N1CCCC1,i,-0.8,i
COC(=O)Nc1ccc2c(c1)OCO2,i,-1.8,i
CCOC(=O)c1[nH]cnc1C(=O)Nc1ccc(Cl)cc1,i,-0.05,i
COc1cc(NC(=O)c2cccnc2SC)cc(OC)c1,i,-1.22,i
CN(CCO)c1ccc(-c2nn(C)c(=O)c3ccccc23)cc1[N+](=O)[O-],i,-0.99,i
Cc1cccc(NC(=O)C2CCN(S(=O)(=O)c3ccc4c(c3)C(C)(C)C(=O)N4C)CC2)c1C,i,1.46,i

# Single records, as listed above.
# COc1cc(NC(=O)c2cccnc2SC)cc(OC)c1 in the list: CHT block: i; Kir21 inh: -1.22; KCNQ2 block: i
# CN(CCO)c1ccc(-c2nn(C)c(=O)c3ccccc23)cc1[N+](=O)[O-] in the list: CHT block: i; Kir21 inh: -0.99; KCNQ2 block: i

# Next part.
SMILES,CHT block,Kir21 inh,KCNQ2 block
COc1ccc(NC(=O)Cn2nc(C)c3ccccc3c2=O)cc1,i,-0.46,i
CCCCC(=O)Nc1ccccc1Oc1ccccc1,i,-1.19,i
CC(C)Sc1nc(N2CCOCC2)c2c(c1C#N)CC(C)(C)SC2,i,1,-6.21*
COc1ccc(C(=O)CSc2nnc(Cn3cnc4ccccc43)o2)cc1,i,0.14,i
Cc1ccc(S(=O)(=O)N2CCC(C(=O)N3CCN(c4ccccn4)CC3)CC2)cc1,i,0.04,i
Clc1ccc(-n2ncc3c(N4CCCCCC4)ncnc32)cc1,i,-0.41,i
CN1CCN(c2ccc(NC(=O)COc3ccc4ccccc4c3)cc2)CC1,i,0.17,i
CCc1nnc(N2C(=O)c3ccc(Oc4ccc([N+](=O)[O-])cc4)cc3C2=O)s1,i,3.53,i

# Screening data deposited in PubChem BioAssay by Johns Hopkins Ion Channel Center.
